PGE2 EP2 inh: EP2 receptor (human) inhibition | 260,000 tested, 0.52% active | inhibition, % at 25 µM | P43116 | C6 glioma cells expressing human EP2, cAMP TR-FRET; cells stimulated with saturating PGE2;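 active means percent inhibition above 40 after rounding to a whole number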;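 further: rat C6 glioma host cells with rolipram phosphodiesterase inhibitor present; the protocol text gives 20 µM as final concentration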
Target sequence (P43116 whole entry, looked up): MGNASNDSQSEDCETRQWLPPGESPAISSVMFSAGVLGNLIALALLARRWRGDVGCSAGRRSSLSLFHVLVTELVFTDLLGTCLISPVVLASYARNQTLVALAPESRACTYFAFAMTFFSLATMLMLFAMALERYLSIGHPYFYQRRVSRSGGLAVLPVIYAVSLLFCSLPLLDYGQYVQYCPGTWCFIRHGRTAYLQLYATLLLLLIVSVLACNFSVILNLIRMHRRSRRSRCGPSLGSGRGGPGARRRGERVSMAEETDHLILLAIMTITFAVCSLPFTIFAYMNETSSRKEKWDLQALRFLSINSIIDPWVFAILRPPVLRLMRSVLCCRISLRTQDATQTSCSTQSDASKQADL
EP2 mod: modulators of human EP2 prostaglandin E2 receptor. P43116. EP2-expressing cells, cAMP HTRF FRET, PGE2 co-stimulation. induction, % at 25 µM. 260,000 tested, 0.83% active;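 active means compounds whose cAMP rise, as percent of the full-agonist control response, exceeds 60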;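 further: rat C6 glioma line stably carrying human EP2 under a CMV promoter; the protocol text gives 20 µM as final concentration; 100% = response of wells given 1 µM PGE2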
* marks the source's active call; other numbers are inactive results; & = joins results of further samples. Only part of the results is shown (hit frequency here may not be typical).

Under each structure: EP2 mod, PGE2 EP2 inh
> Cc1ccc2nc(C)cc(NCCNS(=O)(=O)c3cn(C)nc3C)c2c1
    -21, 4
> CCOC(=O)C(=O)Nc1nnc(-c2cccnc2)s1
    31, 7
> O=C(O)COc1nc(N2CCCCC2)nc(N2CCCCC2)n1
    1, 12
> Cc1nn(CC(N)=O)c(=O)c2cc3sccc3n12
    -8, 5
> Cc1ccc2cc(-c3noc(-c4ccccc4C)n3)c(=O)[nH]c2c1
    -30, 6
> Cc1cc(N)c2ccccc2[n+]1CCCCCCCCCCCCCC[n+]1c(C)cc(N)c2ccccc21
    -10, 20
> CN(c1ccccc1)S(=O)(=O)c1ccc2c(c1)oc(=O)n2C
    -97, 6
> CCOc1ccc2nc(SCC(=O)Nc3ccc(C)cc3C)c(C#N)cc2c1
    -28, 30
> C=CC(=O)NC1(C)CS(=O)(=O)CC1S(=O)(=O)O (centres undefined)
    -11, 8
> CC1CCN(c2nc3c(c(=O)[nH]2)CN(Cc2ccc(F)cc2)CC3)CC1
    -38, 8
> COc1ccc(CNC(=O)CSc2nnc(NC(=O)C3CC3)s2)cc1
    -10, 10
> CC(=O)Nc1ccc(NC(=O)c2ccc(-c3ccc(Cl)cc3)o2)cc1
    -29, 7
> Cc1ccc2c(c1)N(CC(=O)N(Cc1ccccn1)C1CC1)C(=O)C(C(C)C)O2 (centres undefined)
    19, 8
> COc1ccc(-c2cc(=O)c3c(OC)c(OC)c(OC)c(OC)c3o2)cc1
    5, 17
> O=C(c1ccncc1)N(Cc1nc2ccccc2c(=O)[nH]1)Cc1cccs1
    1, 10
> CC[N+](C)(CC)CCN1C(=O)c2ccccc2S1(=O)=O
    0, 39
> C[N+](C)([O-])Cc1cc(-c2ccccc2)ccc1O
    -7, 9
> COc1ccc(C(NC(=O)Cc2ccc(F)cc2)c2nccn2C)cc1OC (centres undefined)
    -42, 7
> CCn1c(SCC(=O)Nc2cc(Cl)ccc2C)nnc1-c1ccco1
    -6, 7
> Cc1nn(C)cc1S(=O)(=O)N(C)Cc1ccc2ncccc2c1
    -71, 6
> Cn1nc(CCC(=O)NC2(c3ccccc3)CCCC2)c2ccccc2c1=O
    14, 6
> CC(C)(C)n1nnnc1CN1CCN(Cc2ccc3c(c2)OCO3)CC1
    -22, 6
> CN(C)CCN1CCN(CC2(c3ccc(Cl)cc3)CC2)CC1
    -16, 12
> O=C(Nc1ccccc1O)c1sc2ccccc2c1Cl
    -40, 11
> C[C@]12CCC(=O)C=C1CCC1C2C(=O)C[C@@]2(C)C1CC[C@]2(O)C(=O)CO (some centres undefined)
    39, 10
> Cc1ccc2[nH]c(=O)c(CN(CCN(C)C)C(=O)Nc3ccccc3F)cc2c1
    -32, 17
> COc1ccccc1CNC(=O)CN1CCC(c2ccc(OC)c(OC)c2)CC1
    2, 2
> CCn1cncc1CN(CCCn1ccnc1)Cc1ccc(C)s1
    5, 3
> Cc1ccc(N)cc1NC(=O)c1ccncc1
    7, 7
> Cc1ccccc1N1C(=O)c2cccc3c(N4CCOCC4)ccc(c23)C1=O
    -34, 11
> OC(c1ccc(-c2ccccc2)[nH]1)C(F)(F)F (centres undefined)
    -91, 6
> CCOC(=O)C(C)Sc1nc(-c2ccccc2)ccc1C#N (centres undefined)
    62*, 6
> Cc1sc(NC(=O)Cn2cnc3ccccc3c2=O)nc1-c1ccc(Cl)cc1
    -6, 8
> Cc1nc2c(-c3ccc(F)cc3)c(C)[nH]n2c(=O)c1C
    -5, 7
> O=C(CCn1c(=O)oc2ccccc21)N1C2CCC1CC(c1ccc(F)cc1)C2 (centres undefined)
    -63, 5
> Cn1c2ccccc2n2c(=O)n(CC(=O)N3CCCC4CCCCC43)nc12 (centres undefined)
    -24, 6
> CCOc1ccc(N(CC(=O)Nc2ccccc2C(=O)N2CCCC2)S(C)(=O)=O)cc1
    -10, 6
> CC(=O)c1ccc(N(CC(=O)NC2CCCC2)C(=O)CNC(=O)c2ccco2)cc1
    -17, 7
> Cc1cccc2cc(CN(CCCO)C(=S)NCCCN3CCOCC3)c(=O)[nH]c12
    -37, 8
> CCNC(=S)N(Cc1ccc(OC)cc1)Cc1cc2cc(C)c(C)cc2[nH]c1=O
    -9, 16
> CCc1cccc(NC(=O)C2CCCN(c3ncccn3)C2)c1 (centres undefined)
    -51, 4
> Cc1ccc(C2(C(=O)N[C@H](Cn3nc(-c4cccs4)ccc3=O)C(C)C)CC2)cc1
    76*, 5
> O=C(NCCc1ccc(F)cc1)C1CCCN(S(=O)(=O)c2cccc3ccccc23)C1 (centres undefined)
    -21, 15
> CC(C)C(=O)Nc1nc2c(Cl)c(Cl)ccc2s1
    -65, 30
> O=C(C1CC1)N1CCC[C@H](Cn2nc(-c3cccs3)ccc2=O)C1
    -18, 4
> C=CCOC(=O)c1sc(NC(=O)COc2ccccc2)nc1C
    13, 9
> O=C(c1ccn[nH]1)N1CCN(c2ncnc3sc4c(c23)CCCC4)CC1
    -10, 8
> Cc1nc(NCc2cccnc2)c2nnn(Cc3ccccc3)c2n1
    -25, 7
> Cc1ccc(OCC(=O)Nc2nc3ccc(S(C)(=O)=O)cc3s2)cc1C
    -25, 9
> COc1ccc(NC(=S)N(CCN(C)C)Cc2cc3ccc(C)cc3[nH]c2=O)cc1
    -2, 11

Rewritten tab-delimited: entries from further up.
SMILES	EP2 mod	PGE2 EP2 inh
Cc1ccc(C2(C(=O)N[C@H](Cn3nc(-c4cccs4)ccc3=O)C(C)C)CC2)cc1	76*	5
Cc1ccc(OCC(=O)Nc2nc3ccc(S(C)(=O)=O)cc3s2)cc1C	-25	9

Later entries:
Under each structure: EP2 mod, PGE2 EP2 inh
> Cc1ccc(CN(CCCN2CCOCC2)Cc2coc3ccccc3c2=O)o1
    -9, 8
> COc1ccc(C2(C(=O)N3CCC(n4cnc5cccnc54)CC3)CCCC2)cc1
    11, 11
> CCOc1cc(C2/C(=C(/O)c3ccccc3)C(=O)C(=O)N2CC#N)ccc1O (centres undefined)
    7, 11
> O=C(O)c1c(-c2c3ccc(=O)cc-3oc3cc(O)ccc23)cc2ccccc2c1-c1ccccc1
    36, 42*
> COc1cc(OC)c(S(=O)(=O)N2CCCc3ccccc32)cc1NC(C)=O
    0, 6
> Cc1cc(=O)[nH]c(SCC(=O)c2ccc(Cl)cc2)n1
    -9, 5
> COc1ccc(-c2nc3ccc(Cl)cn3c2NCC2CCCO2)cc1 (centres undefined)
    33, 11
> O=C(Nc1nnc(C2CCCC2)s1)c1ccccc1Cl
    -4, 11
> CCC(C)NS(=O)(=O)c1ccc(OCC(=O)N2CCOCC2)cc1 (centres undefined)
    -12, 11
> COC(=O)c1ccccc1NC(=O)CSc1nncn1-c1cccnc1
    -34, 7
> CCOc1ccc2nc(NCCNC(=O)C3CCCCC3)c(C#N)cc2c1
    -6, 7
> Cc1cccc(C)c1NC(=O)C(C)N1CCC(n2nnc3cc(C(F)(F)F)ccc32)CC1 (centres undefined)
    -36, 12
> CC(C)N1CC23C=CC(O2)C(C(=O)N2CCC(c4ccncc4)CC2)C3C1=O (centres undefined)
    -42, 5
> Cc1cccc(N(CC(=O)N2CCC(C)CC2)S(C)(=O)=O)c1
    -63, 7
> CC1(C)CC(=O)C2=C(C1)Nc1ccccc1NC2c1cc(Cl)cc(Cl)c1O (centres undefined)
    9, 6
> CS(=O)(=O)N1CCN(c2ccc(NC(=O)c3ccc(Cl)cc3)cc2)CC1
    -16, 10
> COc1cc(OC)c(-c2nc(-c3cccnc3)no2)cc1OC
    -4, 15
> CCn1c(SCc2ccc(C(C)(C)C)cc2)nnc1-c1ccncc1
    1, 3
> Cc1cccc(C(=O)Nc2nc3c(C)cc(C)cc3s2)c1
    30, 7
> Nc1cc(=O)[nH]c2nnc(SCC(=O)Nc3ccc(Br)cc3)n12
    37, 13
> CC1CCc2c(sc3ncn(C4CCN(C(=O)C(C)C)CC4)c(=O)c23)C1 (centres undefined)
    -52, 4
> Cc1nn(C)c(C)c1NC(=O)CCSc1nc(-c2ccc3c(c2)OCO3)cc(C(F)(F)F)n1
    -32, 10
> O=C(Nc1ncc(Cc2cccc3ccccc23)s1)c1ccco1
    -31, 6
> COc1ccc2c(c1)OCC(Cc1ccc(OC)c(OC(C)=O)c1)C2=O (centres undefined)
    4, 15
> Cc1scc(NS(=O)(=O)c2ccc3c(c2)sc(=O)n3C)c1C
    -91, 7
> COc1cc(CN2CCN(C(=O)c3cccc(OC)c3OC)CC2)cc(OC)c1OC
    -5, 13
> COc1cc2c(cc1CN1CCC(O)(c3ccccc3F)CC1)CCC2
    -69, 9
> CCc1nnc(NC(=O)CSc2nnnn2-c2ccc(F)cc2)s1
    -50, 7
> Cc1cccc(NC(=O)N2CCC(NC(=O)C(C)(C)C)CC2)c1
    -18, 20
> COC(=O)c1c(NC(=S)NC(=O)c2cccs2)sc2c1CCCC2
    -15, 13
> O=C(Nc1cccnc1)C1CC(c2ccc(Cl)cc2)=NO1 (centres undefined)
    -14, 3
> COCCNC(=O)C(c1ccc(C)cc1)N(C(=O)c1csnn1)C1CCCCC1 (centres undefined)
    0, 8
> CCCc1nnc(NC(=O)c2c(O)c3cccc4c3n(c2=O)CCC4)s1
    0, 12&14
> Cc1nn(C)cc1S(=O)(=O)Nc1ccc(OCCN2CCC(C)CC2)cc1
    -26, 12
> NS(=O)(=O)C1=C(Cl)CC2=NC(CCC(=O)O)=NS(=O)(O)=C2C1
    11, 45*
> CCc1cccc2c(SCC(=O)N3CCOCC3)nc(-c3ccc(F)cc3)nc12
    -15, 8
> CC12CN3CC(C)(CN(C1)C3C(O)C(O)C(O)CO)C2O (centres undefined)
    4, 17
> Cc1ccccc1NC(=O)CSc1nc2sc(C)c(C)c2c(=O)[nH]1
    -5, 30
> C=CCn1c(SC(C)C(=O)OC)nc2c1c(=O)[nH]c(=O)n2C (centres undefined)
    -1, 6
> O=c1cc2oc3cc(O)c(O)cc3c(-c3ccccn3)c-2cc1O
    -7, 9
> COc1ccc(C2C3=C(CCCC3=O)N(C)C3=C2C(=O)CCC3)cc1C(=O)O
    2, 14
> Cc1ccc(-c2cn3c(-c4ccccn4)c(-c4ccccn4)nnc3n2)cc1C
    -59, 5
> CC[C@@H](CS(=O)(=O)O)[N+](=O)[O-]
    23, 15
> O=C(CSc1nnc(COc2cccc3cccnc23)o1)c1ccc2c(c1)OCCO2
    -64, 30
> CCc1ccc2c(c1)c1n[nH]c(=S)nc1n2CC
    3, 8
> CCOC(=O)C1CCCN(C(=O)Cn2nc(C(F)(F)F)c3cccn3c2=O)C1 (centres undefined)
    -44, 9
> CN(C)c1ccc(NC(=O)c2ccc([N+](=O)[O-])o2)cc1
    -104, 25
> COc1ccc2cc(CN(Cc3cccnc3)C(=S)NCc3ccccc3)c(=O)[nH]c2c1
    -35, 10
> O=C(CSC1=NCCS1)Nc1ccc(F)c(Cl)c1
    -52, 13
> CCCc1cc(Nc2ccc(C#N)c(Cl)c2)n2ncnc2n1
    -8, 26

More structures.
Under each structure: EP2 mod, PGE2 EP2 inh
> CCOc1ccc(C(=O)Nc2nnc(C(CC)CC)s2)cc1
    0, 8
> COCc1nnc(NC(=O)C2CCCCC2)s1
    0, 9
> CCc1cc2ccc(C)c(C)c2nc1SCC(=O)NNC(C)=O
    -5, 10
> CCC1Oc2ccc(C)cc2N(CC(=O)N(Cc2ccco2)Cc2cccc(OC)c2OC)C1=O (centres undefined)
    57, 8
> COc1cc(OC)cc(C(=O)N2CCN(C(=O)c3ccccc3)CC2)c1
    23, 5
> O=C(Nc1nnc(C2CCCC2)s1)c1ccco1
    4, 9
> CCOc1ccc(C(=O)Nc2sc(C(=O)OC)c(C)c2C#N)cc1
    -7, 17
> Cc1cc(SCC(=O)Nc2ccc(N(C)C)cc2)nc2ccccc12
    -17, 10
> Nc1nc(=S)c2[nH]cnc2[nH]1
    10, 11
> CCN(C(=O)CSc1nnc(COc2cccc(C)c2)o1)c1nc(C)cs1
    -22, 18

The last six compounds of the part before open the next one.
Under each structure: EP2 mod, PGE2 EP2 inh
> COc1cc(OC)cc(C(=O)N2CCN(C(=O)c3ccccc3)CC2)c1
    23, 5
> O=C(Nc1nnc(C2CCCC2)s1)c1ccco1
    4, 9
> CCOc1ccc(C(=O)Nc2sc(C(=O)OC)c(C)c2C#N)cc1
    -7, 17
> Cc1cc(SCC(=O)Nc2ccc(N(C)C)cc2)nc2ccccc12
    -17, 10
> Nc1nc(=S)c2[nH]cnc2[nH]1
    10, 11
> CCN(C(=O)CSc1nnc(COc2cccc(C)c2)o1)c1nc(C)cs1
    -22, 18
> N#Cc1cc(Cl)c(NCC2CCCO2)cc1C#N (centres undefined)
    -16, 4
> CCC(CCC(C)[C@H]1CCC2C3CC=C4C[C@@H](O)CC[C@]4(C)C3CC[C@@]21C)C(C)C (some centres undefined)
    5, 14
> COc1ccc(CN2CCn3c(CO)nnc3C2)cc1OCc1ccc(F)cc1
    -11, 6
> O=C(Nc1cc(Cl)ccc1O)c1cc(-c2ccccc2)on1
    -31, 16
> Br/C(=N\Nc1nn[nH]n1)c1ccncc1
    26, 8
> C=Cn1ncc(CN(Cc2ccc(OC)c(OC)c2)CC2CCCO2)c1C (centres undefined)
    -16, 8
> CCN(CC)c1ccc(NC(=O)CSc2nnc3c(n2)[nH]c2ccc(F)cc23)c(C)c1
    -51, 9
> COc1ccc2[nH]c(=O)c(C3C(C#N)=C(N)OC(C)=C3C(=O)OC(C)(C)C)cc2c1 (centres undefined)
    -25, 8
> CCc1ccc(OCc2nnc(SCC(=O)NCc3ccco3)n2CC)cc1
    1, 2
> CCOc1ccc(NC(=O)CSc2nnc(C)n2C2CCCCC2)cc1
    -28, 21
> CC1CCCC(C)N1C(=O)CSc1nnc2n(Cc3ccccc3)c3ccccc3n12 (centres undefined)
    2, 15
> COc1ccc(Cn2nnnc2C(c2cc3cc(OC)ccc3[nH]c2=O)N2CCN(C)CC2)cc1 (centres undefined)
    -5, 10
> COc1cc2cc(CN(Cc3cccnc3)C(=O)Nc3ccccc3Cl)c(=O)[nH]c2cc1OC
    15, 9
> Cn1c(=O)[nH]c(=O)c2c1nc(N1CCCCC1)n2CC(O)CCl (centres undefined)
    -19, 15
